MazEF act: activators of E. coli MazEF toxin-antitoxin RNase, primary screen, biochemical, fluorescence, uHTS; Endoribonuclease toxin MazF (Escherichia coli (strain K12)), P0AE70; FAM/BHQ RNA-DNA oligo cleavage fluorescence, 5 h; activation, % at 20 µM; 350,000 tested, 0.32% active; AID 504720, 2011; in the data active = activation above about 50%
VHR inh abs: VHR1 phosphatase inhibitors, primary screen, biochemical, absorbance, uHTS | Dual specificity protein phosphatase 3 (Homo sapiens), P51452 | recombinant VHR phosphatase, pNPP absorbance | inhibition, % at 13.3 µM | 290,000 tested, 0.52% active | AID 1654, 2009; in the data active = inhibition above about 50%; also: some compounds called inactive have numbers as strong as hits
Target sequence (P51452 whole entry, looked up): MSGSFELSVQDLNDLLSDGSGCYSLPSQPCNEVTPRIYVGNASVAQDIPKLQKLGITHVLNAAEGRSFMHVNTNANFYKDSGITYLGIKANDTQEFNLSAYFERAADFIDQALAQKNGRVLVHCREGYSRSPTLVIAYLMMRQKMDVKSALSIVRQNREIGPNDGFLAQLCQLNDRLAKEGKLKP
Anthrax LF inh2: Bacillus anthracis LF protease inhibitors, primary screen, biochemical, multiplex microsphere, MLPCN library; Lethal factor (Bacillus anthracis), P15917; multiplex microsphere protease cleavage assay; inhibition, % at 10 µM; 360,000 tested, 0.12% active; in the data active = inhibition above about 30%; also: plate controls were buffer without enzyme for full effect and enzyme alone for no effect
Target sequence (P15917 whole entry, looked up): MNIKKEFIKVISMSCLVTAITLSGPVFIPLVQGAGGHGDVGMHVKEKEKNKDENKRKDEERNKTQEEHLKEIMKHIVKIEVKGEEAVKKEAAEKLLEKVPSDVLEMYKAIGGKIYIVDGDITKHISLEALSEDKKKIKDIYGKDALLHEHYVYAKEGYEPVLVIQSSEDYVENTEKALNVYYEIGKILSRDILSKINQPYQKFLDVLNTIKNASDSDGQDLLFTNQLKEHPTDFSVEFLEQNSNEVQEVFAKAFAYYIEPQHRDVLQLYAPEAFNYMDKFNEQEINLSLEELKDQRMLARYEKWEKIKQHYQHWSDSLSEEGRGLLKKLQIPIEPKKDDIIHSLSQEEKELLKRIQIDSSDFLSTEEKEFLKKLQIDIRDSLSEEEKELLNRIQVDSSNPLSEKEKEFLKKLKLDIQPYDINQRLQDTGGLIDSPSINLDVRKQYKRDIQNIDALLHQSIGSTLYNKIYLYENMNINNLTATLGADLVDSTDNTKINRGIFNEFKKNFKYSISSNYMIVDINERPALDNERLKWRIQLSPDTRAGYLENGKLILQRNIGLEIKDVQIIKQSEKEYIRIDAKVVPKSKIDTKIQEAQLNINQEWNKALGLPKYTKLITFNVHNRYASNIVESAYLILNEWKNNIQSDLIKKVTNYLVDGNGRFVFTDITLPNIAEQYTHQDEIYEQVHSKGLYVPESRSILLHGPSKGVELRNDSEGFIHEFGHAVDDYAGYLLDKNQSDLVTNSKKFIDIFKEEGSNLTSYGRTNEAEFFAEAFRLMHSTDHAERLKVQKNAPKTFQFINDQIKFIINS
3CLpro inhibitor: SARS-CoV 3CLpro protease inhibitors, primary screen, biochemical, quenched FRET; Replicase polyprotein 1ab (Severe acute respiratory syndrome coronavirus), P0C6X7; AID 1706, 2009; 290,000 tested, 0.14% active; recombinant SARS-CoV 3CLpro, quenched FRET peptide cleavage; inhibition, % at 6 µM; in the data active = inhibition above about 12%
Rv3671c protease: Rv3671c serine protease inhibitors, primary screen, biochemical, fluorescence polarization, M. tuberculosis H37Rv. P9WHR9. inhibition, % at 5.96 µM. 320,000 tested, 0.048% active. AID 2606, 2010; in the data active = inhibition above about 38%;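 also: extracellular domain of Rv3671c used as enzyme; 0% = enzyme with DMSO and 100% = no enzyme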
PfHsp40 rescue: rescue of yeast from PfHsp40 toxicity, primary screen, S. cerevisiae, ATP luminescence; S. cerevisiae expressing PfHsp40, growth rescue; growth rescue, % at 12.5 µM; 340,000 tested, 0.68% active; in the data active = growth rescue above about 28%, passing the limit was not always enough;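 also: yeast W303a lacking pdr1 and pdr3 grown in galactose medium; growth measured after three days at 30 °C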
PriA SSB inh: inhibitors of Klebsiella pneumoniae PriA binding to SSB C-terminal tail, primary screen, biochemical, AlphaScreen. PriA–SSB C-terminal tail interaction (Klebsiella pneumoniae). AlphaScreen SSBct-PriA binding, biotinylated peptide. inhibition, % at 33 µM. 430,000 tested, 0.6% active. AID 1272365, 2023; in the data active = inhibition mostly above about 37%, no sharp cut-off; inactive = mostly below about 20%;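 also: plate controls were negative control peptide for no effect and reference peptide for full effect; strong numbers were not always called active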
TcdB GH inh: TcdB glycohydrolase inhibitors, primary screen, biochemical, single point, plate reader. AID 652162, 2013. Toxin B (Clostridioides difficile), P18177. TcdB glycohydrolase enzymatic assay. inhibition, % at 9.99 µM. 350,000 tested, 0.24% active; in the data active = inhibition above about 10%
Yp Topo-I inh: Yersinia pestis topoisomerase I inhibitors, primary screen, biochemical, cleavage product accumulation, plate reader, single point; DNA topoisomerase I (Yersinia pestis CO92); Y. pestis Topo-I cleavage product accumulation; activity, % at 10 µM; 360,000 tested, 0.064% active; in the data active = activity above about 50%, passing the limit was not always enough; also: inactives centre near 2
BH1578 lux ind: inducers of Vibrio cholerae quorum light production without autoinducers, primary screen, BH1578 luxS cqsA deficient, single point; V. cholerae BH1578 lux reporter, luminescence, 6 h; activation, % at 18.7 µM; 350,000 tested, 0.16% active; in the data active = activation mostly above about 9.7%, no sharp cut-off; also: not every result past the cut was called active; inactives centre near 0; reference of the scale not given here
Active calls of the source: *; i = inactive; · = not tested or not shown; & = joins results of further samples. These rows are one share of the data, so the mix of outcomes need not match the whole.

SMILES	MazEF act	VHR inh abs	Anthrax LF inh2	3CLpro inhibitor	Rv3671c protease	PfHsp40 rescue	PriA SSB inh	TcdB GH inh	Yp Topo-I inh	BH1578 lux ind
COc1cccc(Oc2cn[nH]c2-c2ccc(O)cc2O)c1	13	-2	0	-5	9	-0.2	4	·	-8	i
COc1ccc(C(C)(O)c2nc(-c3ccccc3)cs2)cc1 (stereo not drawn)	·	·	-1	·	·	·	·	1.9	8	i
Cc1ccc(S(=O)(=O)NC(=O)c2ccccc2C)cc1	7	16	-2	0	3	0.3	-12	-1.7	3	-0.8
Cc1coc2c(C)c3oc(=O)c(CCC(=O)N[C@@H](C)C(=O)N[C@@H](Cc4ccccc4)C(=O)O)c(C)c3cc12	-3	12	-1	3	-5	-0.3	-7	-1.7	20	-0.4
CCCc1cc(=O)n2[nH]c(C)nc2n1	-4	14	-2	-1	-4	0.1	-9	·	-7	i
Cc1ccc(S(=O)(=O)NCCNC(=O)CN2CCOCC2)cc1	-1	31	-5	-2	3	1.1	-6	-0.5	1	i
COCCCn1c2nc3ccccc3nc2c2c(=O)n(-c3ccccc3OC)cnc21	6	9	3	2	1	-1.4	-13	·	-5	0.6
CCN(CC)S(=O)(=O)c1ccc(NC(=O)c2ccccc2N(C)S(C)(=O)=O)cc1	-8	28	-7	-4	-2	1.2	-6	·	-7	i
Cc1csc(N/N=C/c2c(F)cccc2Cl)n1	3	7	3	0	-6	4.0	·	0.2	-5	-6.2
Oc1ccc(C23CC4CC(CC(C4)C2)C3)cc1O	0	83	2	-2	-5	21	4	-5.6	-13	i
CCCCc1n(CC(=O)c2ccc(Cl)cc2)c2ccccc2[n+]1C	1	19	2	-2	7	-1.2	-2	0.5	1	-0.5
COC(=O)c1c(-c2ccc(OC)cc2)sc2cc3c(cc12)OCO3	-1	·	-7	·	-2	0.7	-15	1.9	21	1.1
C[C@@H]1CN([C@@H](C)CO)C(=O)Cc2cc(NC(=O)Nc3ccc(C(F)(F)F)cc3)ccc2O[C@@H]1CN(C)S(=O)(=O)c1ccc(Cl)cc1	-5	·	-3	·	-189	0.1	-2	-0.3	3	19
O=C(CN1C(=O)CCSc2ccccc21)Nc1ccccc1	3	7	-1	-2	3	-0.2	-11	·	0	-0.2
N/C(=N\O)c1ccccc1-n1cccc1	7	13	-3	-3	3	-1.9	·	-1.2	-1	1.4
CC(=O)Nc1ccc2c(c1Br)Cc1ccccc1-2	17	·	-1	·	·	15	-6	1.5	-11	-0.7
O=C(NC[P+](=O)O)OCc1ccccc1	5	44	5	-1	0	-0.5	-33	·	-3	i
CCNc1nc(NCC)nc(OCCNS(=O)(=O)c2cc(C)ccc2C)n1	-1	-6	1	-1	9	0.4	-10	·	5	i
CC(C)CC(NC(=O)C1CCC(C)CC1)C(=O)NCc1ccco1 (stereo not drawn)	-1	16	1	-1	-5	0.1	5	0.3	-8	-0.6
Cc1cc(NC(=O)CSc2nnc(-c3ccccc3F)n2N)no1	6	·	-3	·	3	-0.6	-1	-0.3	1	i
O=C(C1CC(c2ccc(F)cc2)=NO1)N1CCCc2ccccc21 (stereo not drawn)	6	21	0	-2	0	-0.8	-11	·	7	-1.6
O=C(CSCSCC(=O)NCC1CCCO1)NCC1CCCO1 (stereo not drawn)	-15	-18	-4	-5	0	0.7	4	0.9	-10	-7.1
CCCCNCCCOc1cccc(Cl)c1	-7	-6	0	3	4	-1.0	-14	·	-8	-0.2
COc1cc(Br)c(C(C)NC(=O)c2ccccc2)cc1OC (stereo not drawn)	7	36	-2	6	-7	0.2	1	0.2	0	-0.2
CC(=O)c1nnn(-c2ccc(Cl)cc2C#N)c1C	1	26	-8	4	6	-0.5	-6	2.7	6	i
COc1ccc2c(-c3ccc(SC)cc3)c(-c3ccc(S(C)(=O)=O)cc3)sc2c1	-8	·	-2	·	-11	-1.0	3	1.3	14	-0.8
O=C(NC1CCN(Cc2ccccc2)CC1)c1ccc(Cn2c(=S)[nH]c3ccc(N4CCOCC4)cc3c2=O)cc1	-14	-1	1	1	-7	-1.0	1	-1.9	10	-0.2
COCCN(CC(=O)NC1CCCCC1)C(=O)c1csnn1	-6	2	1	-2	-9	0.7	-13	·	-4	-3.2
COCCn1c(-c2ccsc2)nc2c1c(=O)[nH]c(=O)n2CC(C)C	-2	-10	3	3	3	0.3	-1	·	-2	5.3
CC1CCCCC1NC(=O)COC(=O)COc1ccc(Cl)cc1 (stereo not drawn)	-5	7	2	4	0	-0.9	-24	·	-1	i
COc1ccc(CCNC(=O)CNC(=O)c2nn(-c3ccc(OC)c(OC)c3)c(=O)c3ccccc23)cc1OC	11	20	1	3	5	2.2	-4	-7.5	22	-0.3
O=C(COc1ccccc1)Nc1nn[nH]n1	3	16	0	1	6	-1.9	-5	·	-1	i
Cc1nn(Cc2c(F)c(F)c(F)c(F)c2F)c(C)c1NC(=O)c1ccc(COc2cc(Cl)ccc2Cl)cc1	-5	17	2	-8	0	-0.1	-12	·	1	-0.2
O=c1[nH]c(C2CCN(S(=O)(=O)c3cccc(C(F)(F)F)c3)CC2)nc2c1nnn2Cc1cccc(F)c1	-13	-35	-3	7	-10	0.8	-5	0.7	19	-0.4
CCCn1nc(NS(C)(=O)=O)c2cc3cccc(C)c3nc21	-2	-8	-1	3	-3	0.1	-6	·	2	i
Cc1ccc(C)c(S(=O)(=O)Nc2cccc(-n3cnnn3)c2)c1	-1	30	-3	3	2	0.0	1	2.2	0	-0.3
O=C(CCc1nc2ccccc2c(=O)[nH]1)N1CCN(S(=O)(=O)c2cccc([N+](=O)[O-])c2)CC1	2	·	3	·	4	-1.0	-5	0.7	4	i
CC(=O)OCC1=C(C(=O)O)N2C(=O)[C@@H](NC(=O)Cc3cccs3)[C@H]2SC1	-7	-3	2	-7	-6	0.4	5	1.5	10	-0.4
COc1ccc(/C(O)=C2/C(=O)C(=O)N(CCN(C)C)C2c2cccnc2)cc1OC (stereo not drawn)	1	16	0	1	-5	-1.3	·	-0.3	-6	-0.2
CC(=O)N/C(N)=N/c1nc(=O)c2ccccc2s1	5	17	-3	-1	-7	-1.3	·	-0.2	3	-0.4
COc1ccc(-n2c(Cn3nnc4ccccc43)n[nH]c2=S)cc1	14	5	3	4	5	-1.0	-2	·	-4	-1.0
CC(C)NC(=O)NC(=O)COC(=O)c1ccccc1Oc1ccccc1	0	18	-4	-1	7	1.7	-5	0.5	27	-0.2
COc1cccc(C(CC(=O)NCCN2CCOCC2)NS(=O)(=O)c2ccc(C)cc2)c1OC (stereo not drawn)	7	3	0	2	0	-0.1	2	·	-4	3.1
CCC(=O)Nc1c(S(=O)(=O)c2ccccc2)c2nc3ccccc3nc2n1Cc1ccccc1	-1	10	2	3	-7	-0.7	-9	0.4	17	-0.7
Cc1c(/C=N/NC(=O)COc2ccccc2[N+](=O)[O-])c2ccccc2n1C	-4	-4	-1	-5	-2	-0.6	·	1.7	32	-0.2
O=C1C=C(c2ccccc2)C[C@@H](c2ccc(Cl)cc2)C1	-3	·	-2	·	-11	7.6	-23	0.9	-2	i
CC1(C#CC[N+]2(C)CCCCC2)CCC2C(O1)c1ccccc1OC2(C)C (stereo not drawn)	3	-3	1	2	1	1.2	-2	0.5	-3	4.2
Cc1cccc(N(C(=O)Cc2cccs2)C(C(=O)NC2CCCC2)c2ccncc2)c1 (stereo not drawn)	-1	25	1	4	-3	1.0	-12	1.3	22	-0.3
CCOc1ccccc1OCCCOc1ccc(C)cc1Br	-4	24	-1	4	-1	0.4	-14	·	39	0.6
Cc1ccc(S(=O)(=O)N(C)C[C@H]2Oc3cc(C#Cc4ccccc4)ccc3S(=O)(=O)N([C@H](C)CO)C[C@@H]2C)cc1	-5	·	-7	·	·	·	·	1.4&1.1&0.0	20	-0.4
CC(=O)c1ccc(NC(=O)c2cc(CC(C)C)nc3ccccc23)cc1	-3	43	7	-3	·	2.4	3	0.6	-3	i
Cc1ccc(C)c(OCCC(=O)Nc2ccccc2C(=O)NC2CC2)c1	4	·	-3	·	0	0.2	0	0.4	-7	-8.4
COc1cc(SC)ccc1C(=O)NCCOc1c(C)cc(C)cc1C	-4	3	-2	-8	-16	-0.3	-13	-0.5	35	-0.2
COc1cccc(-c2nc(S(=O)(=O)c3ccccc3)c(N3CCOCC3)o2)c1	-4	-11	-5	-4	-5	-0.1	8	1.4	-6	8.3
CCc1ccc(-n2c(SCC(=O)N3Cc4ccccc4CC3C(=O)O)nnc2-c2ccncc2)cc1 (stereo not drawn)	-1	17	-5	0	-4	0.0	0	0.8	10	i
CC(C)(C)C(=O)O/N=C(\N)c1ccc(Oc2cc(Cl)cc(Cl)c2)c([N+](=O)[O-])c1	-5	33	-7	-1	4	-1.3	·	0.0	8	-0.4
CCc1nc2ccc(C(=O)N3CCN(S(=O)(=O)CC)CC3)cn2c1N(C=O)Cc1ccc(OC)cc1	·	·	-2	·	·	·	·	0.3	-6	-0.7
O=C(CS(=O)(=O)c1ccccc1)Nc1ccc(Cl)cn1	-1	1	2	-1	-4	-0.1	8	-1.0	6	0.0
COc1cccc(NC(=O)N2CCc3nc(NCc4cccc(Oc5ccccc5)c4)ncc3C2)c1	·	·	-1	·	·	·	·	-0.1	11	0.6
CNC(=S)N(Cc1ccco1)Cc1cc2cc3c(cc2[nH]c1=O)OCCO3	8	13	0	3	8	-0.6	-9	-0.2	5	-0.3

The results go on.
SMILES	MazEF act	VHR inh abs	Anthrax LF inh2	3CLpro inhibitor	Rv3671c protease	PfHsp40 rescue	PriA SSB inh	TcdB GH inh	Yp Topo-I inh	BH1578 lux ind
COc1ccc(OCC(=O)N2CCCC2=O)c([N+](=O)[O-])c1	3	-3	0	1	-2	0.2	-6	1.1	9	-3.1
CC1Cc2ccccc2N1C(=O)COC(=O)/C=C/c1cccc(F)c1 (stereo not drawn)	-1	·	14	·	2	0.1	-6	1.1	3	-4.5
CCC(Sc1nc2cc(OC)c(OC)cc2c(=O)n1CCc1ccc(OC)c(OC)c1)C(=O)NCCOC (stereo not drawn)	11	3	-4	4	-1	1.2	-7	1.8	4	-2.8
Cc1sc2nc(CSCC(=O)NC3(C#N)CCCCC3)[nH]c(=O)c2c1C	-14	·	1	·	-9	0.0	-10	1.9	-6	-0.5
CCOC(=O)c1c(C)[nH]c(C(=O)COC(=O)c2ccccc2NC(=O)c2ccco2)c1C	-12	31	-12	-1	-7	-0.3	-17	·	-4	i
Cc1ccc([C@@H]2CC=C(C(=O)O)[C@H](c3ccc(Br)cc3)N2S(=O)(=O)c2ccccc2C)cc1	-7	·	0	·	-5	318*	5	-1.1	28	-0.6
